# PPARg SRC2 recr: promotes SRC-2 coactivator recruitment by human PPARgamma | P37231 | PPARgamma LBD-SRC-2 recruitment, biochemical | activation, % at 8 µM | hit rate 0.34% among 200,000; in the data active means activation above about 22%;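 further: 0% = vehicle and 100% = reference agonist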
# Target sequence (P37231 whole entry, looked up, the tested form may be a part): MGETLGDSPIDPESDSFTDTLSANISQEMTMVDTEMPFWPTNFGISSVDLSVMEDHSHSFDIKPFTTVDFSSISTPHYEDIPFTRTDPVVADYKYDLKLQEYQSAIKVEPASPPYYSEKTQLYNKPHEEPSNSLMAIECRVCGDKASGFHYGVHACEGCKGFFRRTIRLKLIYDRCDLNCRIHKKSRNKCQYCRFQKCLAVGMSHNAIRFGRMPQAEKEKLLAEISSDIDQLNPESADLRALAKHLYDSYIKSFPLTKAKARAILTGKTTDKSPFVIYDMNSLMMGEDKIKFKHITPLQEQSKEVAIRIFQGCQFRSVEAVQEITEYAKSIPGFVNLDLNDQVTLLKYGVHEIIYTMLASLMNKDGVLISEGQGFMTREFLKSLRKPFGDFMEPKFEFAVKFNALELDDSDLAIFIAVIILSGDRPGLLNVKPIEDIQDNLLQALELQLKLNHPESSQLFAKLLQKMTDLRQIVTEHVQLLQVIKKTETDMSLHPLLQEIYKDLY
# PPARg SRC3 recr: promotes SRC-3 coactivator recruitment by human PPARgamma | P37231 | biochemical PPARgamma/SRC-3 coactivator recruitment assay | activation, % at 8 µM | hit rate 0.26% among 200,000 | AID 731; in the data active means activation above about 23%;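 further: 0% = DMSO and 100% = reference agonist; some compounds past the cut are filed as inactive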
# STAT1 blocker: inhibitors of IFN-gamma induced STAT1 signaling; hit rate 0.35% among 200,000; AID 920; inhibition, % at 5.5 µM; NIH 3T3 STAT1-luciferase reporter, luminescence;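 active means inhibition above a set limit, the mean inhibition across all tested compounds plus 3 SD, cut at about 34% in these data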;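 further: 0% = IFN-gamma with DMSO and 100% = IFN-gamma with 300 µM nifuroxazide; values of inactives mirror those of a sister screen read the other way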
# STAT3 inh: inhibitors of IL-6 induced STAT3 signaling. hit rate 0.89% among 190,000. AID 862. inhibition, % at 5.5 µM. U3A cells, IL-6 STAT3-luciferase reporter, luminescence; host cell line lacks STAT1;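 active means inhibition above the mean inhibition across all screened compounds plus 3 SD, cut at about 44% in these data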;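 further: 0% = DMSO only wells and 100% = 100 µM nifuroxazide control wells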
# STAT3 act: activators of IL-6 induced STAT3 signaling | U3A cells, IL-6 STAT3-luciferase reporter, luminescence; 100% = signal with IL-6 EC80 alone | activation (% of control), % at 5.6 µM | hit rate 0.91% among 190,000;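 active means activation above the screen-wide mean of compound activation plus 3 SD, cut at about 130% in these data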;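 further: 0% = background luminescence of wells with medium and substrate only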
#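 Assay system – human STAT1-deficient U3A cells with stable STAT3-luciferase reporter · Also added – IL-6 (33 ng/mL) · Schedule – compound 1 h, then IL-6 6 h at 37 °C · Technique – reporter luminescence signal · Evaluation – % activation versus median of IL-6-stimulated wells · Benchmarks – IL-6-only wells as 100% reference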
# TNAP act hi DEA: activators of human TNAP at high phosphate acceptor concentration; AID 1136; purified TNAP, CDP-star luminescence, 1 M DEA, 30 min; stronger effect = higher value; 0 = EDTA background, 1 = DMSO-only activity; activation factor at 20 µM; 200,000 tested, under 10 active;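 active means activation factor at least 2 at 20 µM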
#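 system = human TNAP | amount = enzyme diluted 1/800 final | reagent = 100 µM CDP-star substrate | signal = luminescent substrate turnover signal | dosing = one dose, 20 µM | benchmarks = EDTA negative control, DMSO positive control | measure = activation factor | timing = 30 min reaction, room temperature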
# bIAP inhibitor: intestinal alkaline phosphatase (bovine) inhibition; purified bovine IAP, CDP-star luminescence, 30 min; inhibition, % at 20 µM; 190,000 tested, under 10 active; AID 1019;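 active means over 50% inhibition of intestinal alkaline phosphatase at 20 µM in the single-dose screen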
#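 System: Purified bovine intestinal alkaline phosphatase (IAP) enzyme | Input: IAP diluted 1/65,000,000 in the well | Also added: CDP-star chemiluminescent phosphatase substrate, 30 µM final | Dosing: 20 µM single dose | Times: Enzyme reaction for 30 min at room temperature | Detection: Luminescence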
# bIAP act: increases bovine intestinal alkaline phosphatase activity; purified bovine IAP, CDP-star luminescence, 30 min; stronger effect = higher value; fold of DMSO-control signal, blank-subtracted; activation factor at 20 µM; hit rate 0.17% among 200,000;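 active means activation factor of 2 or more at 20 µM, a signal rise over negative controls twice the positive control's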
# SRC2 TRFRET art: TR-FRET artefact, counter-screen to PPARgamma/SRC-2 agonist assay; stronger effect = higher value; TR-FRET ratio at 8 µM; hit rate 0.4% among 200,000; in the data active means TR-FRET ratio above about 2000; further: inactives centre near 1500
# ROMK mod: modulators of human ROMK potassium channel; P48048; Tet-inducible ROMK, thallium flux fluorescence; actives lie on both sides; B-score at 10 µM; hit rate 2% among 130,000;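 active means signal ratio slope over the read window, or its plate-corrected B-score, at least 3 SD from the plate mean, either direction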;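 further: B-score of the F/F0 ratio slope over 7 to 12 s after thallium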
# Target sequence (P48048 whole entry, looked up): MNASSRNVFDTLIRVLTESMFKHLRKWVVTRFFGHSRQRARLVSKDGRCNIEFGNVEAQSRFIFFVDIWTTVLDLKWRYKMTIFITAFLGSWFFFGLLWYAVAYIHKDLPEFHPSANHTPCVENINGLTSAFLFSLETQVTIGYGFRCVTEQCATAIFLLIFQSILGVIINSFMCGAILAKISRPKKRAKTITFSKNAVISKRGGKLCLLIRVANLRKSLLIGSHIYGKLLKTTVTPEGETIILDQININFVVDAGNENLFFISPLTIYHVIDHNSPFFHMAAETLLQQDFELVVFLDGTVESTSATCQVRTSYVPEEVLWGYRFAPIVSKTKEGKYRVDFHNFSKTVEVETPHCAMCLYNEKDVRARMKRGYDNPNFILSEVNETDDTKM
# PPARg SRC1 recr: PPARgamma-driven SRC-1 recruitment agonism. PPARgamma-SRC-1 coactivator recruitment biochemical assay. AID 631. activation, % at 8 µM. P37231. hit rate 0.41% among 200,000; in the data active means activation above about 19%;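 further: 0% = DMSO and 100% = reference agonist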
# * = called active by the depositor; nt = not tested or not shown. Compounds as they come; overall some 3.7% were active at least once.
SMILES,PPARg SRC2 recr,PPARg SRC3 recr,STAT1 blocker,STAT3 inh,STAT3 act,TNAP act hi DEA,bIAP inhibitor,bIAP act,SRC2 TRFRET art,ROMK mod,PPARg SRC1 recr
c1ccc(C(c2ccccc2)N2CCN(C(c3ccccn3)c3nnnn3C3CCCC3)CC2)cc1 (centres undefined),3,-2,18,1,107,1.1,15,0.9,1503,-2.1,-3
CCOC(=O)/C(C#N)=C/c1cn(CCC(=O)O)nc1-c1ccccc1,5,-5,11,-9,103,1,10,0.9,1398,nt,6
CN1CCN(C(c2ccc(F)cc2)c2nnnn2Cc2cccs2)CC1 (centres undefined),8,1,3,1,105,1,-2,1,1655,nt,8
Cc1cc(C)nc(SCc2ccc(C(=O)N/N=C/C3CCCCC3)cc2)n1,-1,3,-1,-6,105,1,1,1,1556,-0.28,4
COc1ccc(S(=O)(=O)N2CCC(NC(=O)C(Cc3cccc(OC)c3OC)NC(C)=O)CC2)cc1 (centres undefined),9,-5,8,1,104,1,-14,1.1,1699,1.1,1
CC(C)N(O)C(=O)NC(C)(C)C,-4,1,1,6,99,1,8,0.9,1589,nt,5
CCOc1cc(/C=C2\NC(=S)N(c3c(C)n(C)n(-c4ccccc4)c3=O)C2=O)ccc1O,10,9,8,14,91,0.6,9,0.9,1609,nt,16
CC1CCN(CCNC(=O)C2CCCN(S(=O)(=O)c3cccc4nonc34)C2)CC1 (centres undefined),8,11,3,1,99,1,8,0.9,1693,-1.1,4
CC(=O)NC1=C(NC2CCS(=O)(=O)C2)C(=O)c2ccccc2C1=O (centres undefined),6,6,3,0,97,0.9,16,0.8,1790,nt,2
Nc1ccc(NC2C[C@@H](C(=O)O)NC2=O)cc1 (some centres undefined),1,0,-1,3,102,1,-2,1,1646,0.019,7
C=CCN(CC(=O)NCc1ccc(OC)cc1)C(=O)c1csnn1,-3,4,15,14,92,1.1,11,0.9,1636,-0.0008,2
Cc1cc(C)c2sc(N(CCCN(C)C)C(=O)COc3ccc(Cl)cc3)nc2c1,0,2,4,8,102,1,2,1,1548,-1.4,6

# Random excerpt: four entries already listed.
SMILES,PPARg SRC2 recr,PPARg SRC3 recr,STAT1 blocker,STAT3 inh,STAT3 act,TNAP act hi DEA,bIAP inhibitor,bIAP act,SRC2 TRFRET art,ROMK mod,PPARg SRC1 recr
CC(C)N(O)C(=O)NC(C)(C)C,-4,1,1,6,99,1,8,0.9,1589,nt,5
CN1CCN(C(c2ccc(F)cc2)c2nnnn2Cc2cccs2)CC1 (centres undefined),8,1,3,1,105,1,-2,1,1655,nt,8
CC1CCN(CCNC(=O)C2CCCN(S(=O)(=O)c3cccc4nonc34)C2)CC1 (centres undefined),8,11,3,1,99,1,8,0.9,1693,-1.1,4
CC(=O)NC1=C(NC2CCS(=O)(=O)C2)C(=O)c2ccccc2C1=O (centres undefined),6,6,3,0,97,0.9,16,0.8,1790,nt,2

# (more compounds)
SMILES,PPARg SRC2 recr,PPARg SRC3 recr,STAT1 blocker,STAT3 inh,STAT3 act,TNAP act hi DEA,bIAP inhibitor,bIAP act,SRC2 TRFRET art,ROMK mod,PPARg SRC1 recr
COCCCN(CCCN)Cc1ccco1,10,-1,1,4,92,1,23,0.8,1634,nt,13
COc1ccc(CCn2c(-c3cc([N+](=O)[O-])cc([N+](=O)[O-])c3)nc3nc4ccccc4nc32)cc1OC,-1,5,1,-1,99,1,9,0.9,1579,nt,3
CC1CC(C)(C)Nc2ccc(N=O)cc21 (centres undefined),19,10,-2,34,77,0.8,19,0.8,1801,0.24,14
O=C(Nn1cnc2ccccc2c1=O)c1ccccc1[N+](=O)[O-],2,0,7,1,104,1,-2,1,1617,-0.63,-4
CCN1CCN(C(=O)c2cc3c(=O)oc4ccc(C)cc4c3s2)CC1,10,4,4,nt,nt,1,4,1,1561,nt,2
COc1ccccc1OCCSc1nc2ccc([N+](=O)[O-])cc2s1,4,2,3,-14,109,1,-5,1.1,1642,0.012,2
COc1ccc(S(=O)(=O)N(C)c2ccc(C(=O)N3CCOCC3)cc2)cc1,1,10,8,0,100,1,12,0.9,1564,nt,6
Cn1c(SCc2ccccn2)nnc1-c1ccncc1,2,-8,0,5,101,1.1,6,0.9,1526,nt,-2
CCCCOc1ccc(-c2c(C(=O)Nc3ccccc3)c(C)[nH]c(=S)c2C#N)cc1,21,8,-5,10,95,1.1,-1,1,1767,-0.0067,8
CCOc1ccc(NC(=O)CSc2ccc(-c3ccccn3)nn2)cc1,4,2,8,18,88,1,3,1,1614,nt,7
CSc1cccc(NC(=O)CN(C)S(=O)(=O)c2ccc(C)cc2)c1,-12,-21,2,4,98,1.1,26,0.7,1371,nt,-4
CC(=O)Nc1ccc(CN2CCN(C3CCCC3)C(CCO)C2)cc1 (centres undefined),1,-2,-5,6,98,1.1,4,1,1582,0.88,13
Oc1[nH]c2ccccc2c1/C=N/c1nccs1,4,9,-29,-10,112,1,18,0.8,1665,nt,12
Clc1cc(Br)ccc1OCCn1ccnc1,-3,8,7,4,100,1,10,0.9,1597,nt,-3
NC(Cc1ccc2nsnc2c1)C(=O)O (centres undefined),-4,-1,-4,4,99,nt,nt,nt,1479,nt,3
CCOc1ccccc1NC(=S)N1C2CCC1CC(NC(=O)NC13CC4CC(CC(C4)C1)C3)C2 (centres undefined),3,0,6,18,93,1,-55,1.6,1668,nt,6
Cc1cccc(NC(=O)Nc2cccc(C)n2)n1,8,-3,-12,15,91,1,6,0.9,1630,-0.22,6
O=C(NC(=S)N1CCN(c2ccc(Cl)cc2[N+](=O)[O-])CC1)c1cccs1,9,7,0,-10,105,0.9,3,1,1593,nt,1
COc1ccc(C(=O)C2CCCN(C(=O)C3CCOCC3)C2)c(C)c1 (centres undefined),2,0,-7,0,104,1,-2,1,1637,nt,9
COc1ccccc1-n1cc([C@@H]2C[C@H]3CN(c4ccccc4)C(=O)[C@]34CCCN24)cn1,3,1,-14,-11,114,1.1,-4,1,1571,-2.2,8
CC1(C)Cc2nc3oc4c(=S)nc[nH]c4c3cc2CO1,11,4,-10,9,98,1,10,0.9,1719,nt,12
O=C1c2cccc(OCc3ccc(F)cc3)c2CCN1Cc1ccc(F)cc1,13,4,7,13,88,1.1,9,0.9,1573,nt,0
CCc1ccc2[nH]c(=O)c(C(c3nnnn3Cc3ccco3)N3CCC(C)CC3)cc2c1 (centres undefined),11,0,4,-5,104,1.1,9,0.9,1456,-0.0056,7
Cc1cccc(CN2CCc3c(OCC(=O)NCc4ccco4)cccc3C2=O)c1,13,2,-3,-9,107,1,-34,1.3,1508,nt,7
COc1cccc(CNCCNC(=O)c2nonc2N)c1,2,-2,1,1,101,1,2,1,1454,nt,-5
C=CCNC(=S)Nc1ccc(Cl)cc1,-1,2,3,13,98,1,-3,1,1560,0.31,3
CCN(CC)c1nc(-c2ccccc2)nc2c1sc(=S)n2CC,4,-2,7,13,94,1,21,0.8,1628,0.58,-1
COc1ccc(C2c3cc(OC)c(OC)cc3CCN2S(C)(=O)=O)cc1OC (centres undefined),-5,-2,9,14,93,1,-9,1.1,1520,-0.53,-5
c1cncc(N=c2scc(-c3cccc4ccccc34)n2CCCn2ccnc2)c1,2,3,-1,-5,113,1,-15,1.2,1432,-1.1,-2
N#Cc1c(NC(=O)C2CCCO2)sc2c1CCCCCC2 (centres undefined),0,4,-8,-6,110,1,28,0.7,1403,-0.064,4
N#CCCN(Cc1cccnc1)C(=O)Nc1ccccc1,-7,-1,-1,-7,103,1,13,0.9,1293,0.33,-5
Cc1ccc2nc(NC(=O)c3ccc(Cn4cc(Cl)cn4)o3)sc2c1,3,-7,-1,25,81,1,-30,1.3,1548,-0.082,4
COc1ccc(NC(=O)CC2Oc3ccccc3NC2=O)cc1 (centres undefined),4,2,10,-3,103,1,2,1,1711,nt,3
Cc1nc2ccc(S(=O)(=O)NC(C(=O)N3CCCC3)C(C)C)cc2s1 (centres undefined),17,8,4,-4,108,1,1,1,1754,nt,5
O=C(N/N=C/c1ccc[nH]1)c1ccccc1[N+](=O)[O-],2,-2,3,11,93,1,5,0.9,1482,nt,1
COc1ccccc1CCc1nnc(CCC(=O)NC(C)Cc2ccsc2)o1 (centres undefined),-8,-1,1,12,99,1.1,-1,1,1633,-1,-3
CSc1nnc(-c2ccccc2N=Cc2c(C)[nH]n(-c3ccccc3)c2=O)c(=O)[nH]1,3,8,6,-8,106,1,4,1,1660,nt,10
CCOc1cccc(-c2nnc3sc(COc4ccc(Cl)cc4)nn23)c1,-5,0,-4,-4,108,1.1,31,0.7,1521,nt,-9
N#Cc1cn(-c2ccccc2)nc1C(=O)c1ccccc1,3,-3,-8,3,96,1.1,18,0.8,1609,0.24,7
COc1ccc(NC(=O)c2ccco2)c(OC)c1,7,4,-13,23,88,1,4,1,1788,0.11,4
CCOC(=O)c1ccc(-n2c(CN(CC)CC)nc3ccc([N+](=O)[O-])cc3c2=O)cc1,6,3,-6,18,93,1,3,1,1485,0.51,7
C=CCNc1nc(Nc2ccc(OC)cc2)nc(OC)n1,11,-2,-1,13,89,1,10,0.9,1461,-1.7,0
CCOC(=O)Cc1cc(=O)n2[nH]c(-c3ccccc3)cc2n1,10,1,6,2,99,1,2,1,1539,nt,2
CN(C)S(=O)(=O)c1ccc(Oc2ccccc2)cc1,1,0,3,-8,110,1.1,15,0.8,1571,-0.88,-3
COC(=O)CC1COc2ccccc2N1C(=O)c1ccc(Cl)cc1 (centres undefined),12,9,1,-11,119,1,-2,1,1530,nt,9
O=C(COC(=O)c1ccc2c(c1)OCCO2)Nc1cc(Cl)ccc1Cl,7,11,-1,6,96,1,-2,1,1425,-0.024,2
Cc1ccc(F)cc1NC(=O)Cc1nn(C)c(=O)c2ccccc12,0,-2,20,56*,54,1,1,1,1717,nt,8
O=C(CCCOc1ccccc1)N1CCN(S(=O)(=O)c2cccs2)CC1,-2,10,-11,-4,104,1,7,0.9,1553,nt,-1
CCc1c(C)nc(SCC(=O)Nc2nc(-c3ccc(OC)cc3)cs2)[nH]c1=O,2,1,14,15,92,1,0,1,1757,-0.0042,-1
Cc1cccc(/C=N\Nc2nnc(-c3ccccc3)c(=O)[nH]2)c1,3,0,-2,8,93,1,1,1,1599,0.013,-2
COc1cc(C(=O)NCc2ccc(C(=O)NCC(OC)OC)cc2)cc(OC)c1OC,5,5,0,5,97,1,-5,1,1530,0.016,11
COc1ccccc1NC(=S)NNC(=O)c1ccccc1Br,2,2,-25,2,97,1,27,0.7,1539,0.19,0
Cc1ccc(NC(=O)C(c2ccccc2)C2CCCC2)cc1 (centres undefined),7,-6,-7,-2,104,1,-3,1,1523,nt,4

# Compound activity (PubChem)
